# Assay outcomes deposited in PubChem BioAssay by several laboratories.
# TNAP inhibition: inhibition of tissue-nonspecific alkaline phosphatase – biochemical, luminescent (AID 518) | purified TNAP enzyme, luminescent substrate readout; higher % means a stronger effect | inhibition, % at 20 µM; hits with a dose series show IC50 in µM | actives 0.09% (n = 64,000); in the data active means a potency from the dose series; inactive means the rest, 99 in 100 with inhibition below about 22%;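 further: plate controls were vehicle for no effect and reference inhibitor for full effect; many of its hits are not listed in these tables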
# LYP phosphatase: LYP phosphatase inhibitors, primary screen, biochemical, DiFMUP fluorescence, recombinant catalytic domain, 10 µM (AID 606); one-dose inhibition, % at 10 µM; IC50 in µM for titrated hits; recombinant LYP catalytic domain, DiFMUP fluorescence; higher % means a stronger effect; 52,000 tested, under 10 active;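 active means IC50 under 40 µM in the dose-response test; inactive means IC50 of 40 µM or more, or never dose-tested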
# HPDE-C7 viability: HPDE-C7 pancreatic duct cell viability loss – fluorescence, HTS (AID 430); HPDE-C7 pancreatic duct cells viability, fluorescence; higher % means a stronger effect; actives 1.8% (n = 63,000); cytotoxicity, % at 10 µM, or EC50 in µM where a hit was titrated;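 further: cells exposed to compound for 48 hours before viability readout; 0% = vehicle and 100% = reference cytotoxic drug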
# HT1080 cytotoxicity: cytotoxicity in HT1080 fibrosarcoma cells, cell-based, fluorescence readout (AID 620) | HT1080 viability, fluorescence; higher % means a stronger effect | cytotoxicity, % at 10 µM; hits with a dose series show EC50 in µM | actives 0.42% (n = 87,000);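 further: cells exposed to compound overnight then 4 h with Alamar Blue; 0% = vehicle DMSO and 100% = killing control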
# Bfl-1 inhibitors: Bfl-1 inhibitors, primary screen, biochemical, fluorescence polarization, FITC-Bid, mouse (AID 432) | actives 0.02% (n = 64,000) | displacement, % at 20 µM; hits with a dose series show IC50 in µM | FITC-Bid BH3 peptide fluorescence polarization displacement; higher % means a stronger effect; in the data active means a potency from the dose series; inactive means the rest, 99 in 100 with displacement below about 15%; further: strong numbers were not always called active
# DPM-DC inhibit: S. pneumoniae DPM-DC inhibition | calls only at 10 µM | actives 0.49% (n = 65,000) | purified DPM-DC, PK/LDH coupled NADH fluorescence;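 active means the 320 compounds with the highest percent inhibition in the single-dose primary screen, excluding strongly autofluorescent ones, cut at about 32% in these data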;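 further: kinetic rate of NADH fluorescence loss reporting ADP formed by the decarboxylase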
# Spn MK inh: inhibitors of Streptococcus pneumoniae mevalonate kinase. purified MK, PK/LDH-coupled NADH absorbance 340 nm. inhibition, % at 10 µM. actives 0.48% (n = 65,000);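 active means ranked among the strongest by inhibition in the single 10 µM screen, a fixed top-ranked set picked for dose follow-up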; further: no value below 0 was filed
# KRASV12 cytotoxicity: viability loss of HPDE-C7K cells – cell-based, fluorescence, HTS, primary screen (AID 431); cytotoxicity, % at 10 µM; hits with a dose series show EC50 in µM; HPDE-C7K KRASV12 cells, Alamar Blue viability, 48 h; higher % means a stronger effect; actives 1.7% (n = 63,000);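 active means compounds whose percent cytotoxicity in the single-dose primary screen, scaled between solvent and toxic-drug controls, exceeds 50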;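 further: 0% = DMSO solvent wells and 100% = doxorubicin-treated wells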
# PMK inhibit: S. pneumoniae PMK inhibition; actives 0.49% (n = 65,000); AID 539; purified PMK, PK/LDH-coupled NADH absorbance 340 nm; inhibition, % at 10 µM;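 active means top-ranked compounds by inhibition in the single 10 µM screen, taking a fixed number of the strongest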;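 further: 0% = full reaction with DMSO carrier and 100% = background rate without enzyme reaction; no value below 0 was filed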
# PMK inhibit pilot replicates: further read-out of PMK inhibit, marked with its call; inhibition, %; measured here: pilot screen replicates
# Spn MK inh pilot replicates: second read-out of Spn MK inh, no call of its own (marks repeat the call); inhibition, %; measured here: pilot screen replicates
# DPM-DC inhibit pilot screen %: second read-out of DPM-DC inhibit, no call of its own (marks repeat the call); inhibition, %; measured here: pilot screen trials
# An asterisk follows results filed as active; i = inactive; · = not tested or not shown; [ ] = dose if it differs, or a comment. Unless noted, no stated cut-off is given here; in the data, active means cytotoxicity above about 50%; inactive means the rest.
SMILES,TNAP inhibition,LYP phosphatase,HPDE-C7 viability,HT1080 cytotoxicity,Bfl-1 inhibitors,DPM-DC inhibit,Spn MK inh,Spn MK inh pilot replicates,KRASV12 cytotoxicity,PMK inhibit,PMK inhibit pilot replicates,others
O=C(CSc1nc2c(cnn2-c2ccc(F)cc2)c(=O)[nH]1)N1CCCc2ccccc21,-4%,6%,-11%,-7%,-8%,i,7,·,-15%,14,·,
CC(=O)Nc1ccccc1-c1ccc(C)o1,10%,·,-23%,-1%,-3%,i,5,·,-21%,0,·,
CC(C)(CSc1nncn1/N=C/c1ccco1)NS(=O)(=O)c1ccc(Cl)cc1,5%,11%,3%,3%,1%,i,0,·,-1%,14,·,
Cc1ccc(S(=O)(=O)NCCSc2nnnn2-c2ccc(C(N)=O)cc2)cc1,16%,3%,-1%,·,6%,i,10,3.0,11%,9,1.5,DPM-DC inhibit pilot screen %=1.0
OCCN1CCN(CCSc2ccccc2)CC1,5%,5%,6%,-9%,2%,i,6,·,0%,8,·,
CCOC(=O)CSc1nc2ccccc2c(=O)n1CCN1CCOCC1,10%,·,8%,-2%,-3%,i,0,1.0,9%,6,0.5,DPM-DC inhibit pilot screen %=0.0
CCOC(=O)c1c(NC(=O)CSc2nnc(CN3CCOCC3)n2C)sc2c1CCCC2,1%,6%,-4%,-6%,-6%,i,11,·,-3%,11,·,
Cc1cccc(-c2noc(Cc3ccc(Cl)cc3)n2)c1,8%,10%,6%,-2%,4%,i,8,·,7%,0,·,
O=C(NCC1CCCO1)NC1(C(F)(F)F)Oc2ccccc2O1 (stereo not drawn),10%,·,18%,0%,1%,i,11,·,9%,17,·,
O=C(c1ncn[nH]1)N1CCN(c2nc(-c3ccccc3)cs2)CC1,3%,·,-8%,-8%,-3%,i,10,4.0,12%,8,2.0,DPM-DC inhibit pilot screen %=0.5
O=C(O)c1ccc2cccc(Cl)c2c1O,6%,4%,23%,4%,4%,i,5,·,24%,8,·,
CCN(CC)C(=O)Oc1ccc(Cl)c2ccccc12,8%,7%,3%,22%,-2%,i,9,·,2%,7,·,
c1ccc(-c2nn3c(Cn4nnc5ccccc54)nnc3s2)cc1,7%,0%,-18%,8%,-6%,i,7,·,-9%,1,·,
N#Cc1c(NC(=O)CSc2ncnc3c2cnn3-c2ccccc2Cl)sc2c1CCCC2,11%,11%,-6%,14%,3%,i,1,·,0%,4,·,
Cn1nnnc1SCC(=O)Nc1cc(C(C)(C)C)nn1-c1ccccc1,-1%,-3%,-2%,-14%,-2%,i,0,·,-2%,12,·,

# By substructure: those above containing fluorine
SMILES,TNAP inhibition,LYP phosphatase,HPDE-C7 viability,HT1080 cytotoxicity,Bfl-1 inhibitors,DPM-DC inhibit,Spn MK inh,Spn MK inh pilot replicates,KRASV12 cytotoxicity,PMK inhibit,PMK inhibit pilot replicates,others
O=C(CSc1nc2c(cnn2-c2ccc(F)cc2)c(=O)[nH]1)N1CCCc2ccccc21,-4%,6%,-11%,-7%,-8%,i,7,·,-15%,14,·,
O=C(NCC1CCCO1)NC1(C(F)(F)F)Oc2ccccc2O1 (stereo not drawn),10%,·,18%,0%,1%,i,11,·,9%,17,·,

# Later entries:
SMILES,TNAP inhibition,LYP phosphatase,HPDE-C7 viability,HT1080 cytotoxicity,Bfl-1 inhibitors,DPM-DC inhibit,Spn MK inh,Spn MK inh pilot replicates,KRASV12 cytotoxicity,PMK inhibit,PMK inhibit pilot replicates,others
Cc1cc(OC(=O)c2ccc(S(=O)(=O)N(C)C)cc2)cc(=O)o1,-2%,14%,-16%,3%,-2%,i,4,·,-15%,18,·,
N=c1ccccn1CC(O)COc1ccccc1 (stereo not drawn),7%,-5%,5%,12%,-2%,i,9,·,-6%,7,·,
O=c1cc(NCc2ccccc2)c2ccccc2o1,2%,2%,-7%,1%,-3%,i,4,·,-14%,0,·,
O=C(CNS(=O)(=O)c1ccc(Br)s1)N1CCC(N2CCCCC2)CC1,3%,3%,10%,9%,-28%,i,0,·,11%,16,·,
O=C(OCCN=C1NS(=O)(=O)c2ccccc21)C1CC(=O)N(c2ccc(Cl)cc2)C1 (stereo not drawn),13%,-4%,4%,16%,-2%,i,0,0.0,2%,0,0.0,DPM-DC inhibit pilot screen %=0.0
CCn1nnc(NC(=O)c2ccc(-c3ccc(Cl)cc3)o2)n1,14%,1%,-13%,4%,0%,i[fluoresces],5,0.0,-8%,11,2.0,DPM-DC inhibit pilot screen %=100
CCOc1ccc(C(F)(F)F)cc1NC(C)=O,-2%,-8%,-10%,16%,0%,i,3,·,-14%,0,·,
CN=C(Nc1cc(C)nn1CCC#N)c1ccc(F)cc1,6%,16%,-8%,12%,-5%,i,1,·,-11%,14,·,
O=C(Nc1cccnc1)c1ccc(Br)s1,10%,0%,27%,3%,-3%,i,0,·,22%,0,·,
COc1ccc(CCNC(=O)CSC2=Nc3ccccc3C3=NC(C(C)C)C(=O)N23)cc1OC (stereo not drawn),4%,·,-10%,-1%,-1%,i,10,·,2%,9,·,
CC1Cc2ccccc2N1C(=O)CSc1nc2cc3c(cc2cc1C#N)OCO3 (stereo not drawn),14%,·,29%,3%,-8%,i,10,·,15%,5,·,
CCOC(=O)c1[nH]c(C)c(C(=O)N2CCOCC2)c1C,37%,5%,5%,1%,4%,i,0,·,4%,15,·,
Cn1c(NC(=O)c2ccccc2NC(=O)C(C)(C)C)nc2ccccc21,8%,7%,1%,-4%,-1%,i,8,0.0,1%,3,0.0,DPM-DC inhibit pilot screen %=8.0
COCCn1c(=N)c(C(=O)NCCc2ccccc2)cc2c(=O)n3cccc(C)c3nc21,13%,14%,-52%,8%,-4%,·,2,0.0,-2%,0,0.0,
CCOC(=O)C1CCN(c2c(NCc3ccc(C(=O)NCCC(C)C)cc3)c(=O)c2=O)CC1,7%,-3%,-9%,2%,3%,i,6,·,3%,15,·,
O=C(CSc1nc2ccccc2s1)NCCCN1CCOCC1,7%,-3%,-1%,-1%,-11%,i,14,·,-2%,6,·,
O=C(CN(CCc1ccccc1)C(=O)Cn1nnc(-c2cccs2)n1)NCc1ccco1,1%,3%,-4%,-2%,-4%,i,2,·,0%,5,·,
COc1ccc(OC)c(C2N(c3ccc(Cl)cc3)C(=O)C3CCCN32)c1 (stereo not drawn),4%,4%,·,-5%,0%,i,0,·,·,13,·,
Cc1ccc2cc(CN(CCCO)S(=O)(=O)c3cccc4nsnc34)c(=O)[nH]c2c1C,25%,·,-2%,33%,8%,i,6,·,-9%,6,·,
CCOC(=O)c1ccc2nc(NC(=O)C(C)C)sc2c1,13%,-2%,-3%,18%,1%,i,0,·,6%,11,·,
O=S(c1ccsc1)c1ccsc1,6%,-5%,-2%,-5%,-7%,i,15,2.5,2%,11,3.5,DPM-DC inhibit pilot screen %=3.5
CC1CCN(C(C(=O)Nc2ccc3c(c2)OCO3)c2ccccc2)CC1 (stereo not drawn),8%,13%,-6%,-6%,-1%,i,0,·,3%,0,·,
CN(C)c1ccc(NC(=O)Cn2ncn3c(cc4ccccc43)c2=O)cc1,4%,7%,1%,6%,0%,i,7,·,-2%,10,·,
CCCCOC(=O)Cn1c(=O)oc2ccc(C)cc21,8%,2%,2%,-5%,-8%,i,5,0.0,6%,1,0.5,DPM-DC inhibit pilot screen %=4.0
CCN(CC)C(=O)C1=C(C)NC(=O)NC1c1c(F)cccc1Cl (stereo not drawn),11%,-1%,4%,6%,-2%,i,12,0.0,17%,12,2.5,DPM-DC inhibit pilot screen %=0.0
COc1cccc(N2CC(C)Cn3c2nc2c3c(=O)n(CCN3CCOCC3)c(=O)n2C)c1 (stereo not drawn),3%,-4%,-7%,20%,1%,i,0,·,0%,2,·,
CC(C)(C)NC1=CC(=O)OC12CCCCC2,16%,1%,-11%,-5%,-5%,i,9,·,-2%,0,·,
CCCCCn1c(=NC(C)=O)c(C#N)cc2c(=O)n3ccccc3nc21,8%,15%,9%,1%,-6%,·,3,·,2%,11,·,
O=C(C1CCN(S(=O)(=O)c2cccc3nsnc23)CC1)N1CCc2ccccc2C1,10%,-1%,2%,0%,8%,i,6,·,6%,13,·,
CCC(=O)Nc1cccc(-c2cn3ccsc3n2)c1,12%,·,22%,·,-8%,i,1,·,20%,17,·,
CC(=O)Nc1ccc(S(=O)(=O)NCC(C)NS(=O)(=O)c2ccc(NC(C)=O)cc2)cc1 (stereo not drawn),11%,·,-20%,9%,-7%,i,1,0.0,-3%,12,2.0,DPM-DC inhibit pilot screen %=2.0
CC(C#N)On1c(SC(C)C#N)nc2ccccc2c1=O (stereo not drawn),9%,·,-12%,-4%,9%,i,7,·,-16%,11,·,
CN(C)C(=O)COn1c(SCC(=O)N(C)C)nc2ccccc2c1=O,12%,15%,-7%,1%,9%,i,8,·,-1%,4,·,
O=C1CN(C(=O)COC(=O)C23CC4CC(CC(O)(C4)C2)C3)c2ccccc2N1,5%,·,-8%,0%,2%,i,2,1.0,-8%,12,6.5,DPM-DC inhibit pilot screen %=4.0
Cc1nnc(SCC(=O)c2c(N)n(C)c(=O)n(C)c2=O)[nH]c1=O,0%,8%,-10%,1%,1%,i,0,·,-4%,0,·,
CCn1c(SCC(=O)NC2CCCCC2C)nnc1-c1ccc(OC)cc1 (stereo not drawn),11%,5%,-3%,-2%,-2%,i,0,·,3%,7,·,
O=C(Cn1cnc2c(oc3ccccc32)c1=O)N1CCN(c2ccccc2)CC1,4%,6%,-24%,-10%,2%,i,0,0.5,-4%,0,2.0,DPM-DC inhibit pilot screen %=0.0
Cc1ccc2cccc(S(=O)(=O)N3CCN(c4cccc(Cl)c4)CC3)c2n1,10%,-26%,7%,-4%,0%,i,5,·,10%,10,·,
O=C(CCOc1ccccc1)NCc1ccccc1,3%,8%,-19%,36%,1%,i,10,0.0,-6%,0,0.0,DPM-DC inhibit pilot screen %=1.5
CC(=O)N1CCc2cc(S(=O)(=O)NC(CC(C)C)C(=O)Nc3ccc4c(c3)OCCO4)ccc21 (stereo not drawn),14%,·,-3%,0%,-8%,i,10,·,8%,13,·,
COc1ccc(S(=O)(=O)N2CCCC(C(=O)NCc3ccncc3)C2)cc1 (stereo not drawn),5%,-4%,-9%,10%,-2%,i,8,·,-9%,7,·,
O=C(CS(=O)(=O)Cc1ccccc1)Nc1nc2ccccc2s1,6%,-3%,1%,1%,-2%,i,2,1.0,-7%,14,1.0,DPM-DC inhibit pilot screen %=0.0
O=S(=O)(Cc1ccccc1)NCc1cccnc1,13%,-4%,0%,·,5%,i,7,·,6%,0,·,
CCOC(=O)c1c(N)sc2c1CCC(C)C2 (stereo not drawn),9%,3%,-1%,-10%,-1%,i,5,·,-1%,0,·,
COc1ccc2c(c1)c(=O)cc(C)n2CC(=O)NCc1ccco1,5%,·,2%,3%,-3%,i,10,·,6%,5,·,
Cc1ccsc1C1C2=C(CCCC2=O)Nc2ncnn21 (stereo not drawn),10%,2%,-9%,13%,0%,i,11,0.0,4%,6,3.0,DPM-DC inhibit pilot screen %=0.0
O=C(O)CP(=O)(c1ccccc1)c1ccccc1,2%,5%,-8%,-10%,-6%,i,12,·,-2%,4,·,
